# HTRA1 inhibitor = blocks human HTRA1 serine peptidase. recombinant HTRA1, FP-rhodamine activity-based probe, fluorescence polarization. AID 504803. Q92743. 340,000 compounds, 0.5% hits. inhibition, % at 5.96 µM; in the data active means inhibition above about 36%;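 further: 0% = enzyme with DMSO and 100% = wells lacking enzyme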
# Target sequence (Q92743 whole entry, looked up): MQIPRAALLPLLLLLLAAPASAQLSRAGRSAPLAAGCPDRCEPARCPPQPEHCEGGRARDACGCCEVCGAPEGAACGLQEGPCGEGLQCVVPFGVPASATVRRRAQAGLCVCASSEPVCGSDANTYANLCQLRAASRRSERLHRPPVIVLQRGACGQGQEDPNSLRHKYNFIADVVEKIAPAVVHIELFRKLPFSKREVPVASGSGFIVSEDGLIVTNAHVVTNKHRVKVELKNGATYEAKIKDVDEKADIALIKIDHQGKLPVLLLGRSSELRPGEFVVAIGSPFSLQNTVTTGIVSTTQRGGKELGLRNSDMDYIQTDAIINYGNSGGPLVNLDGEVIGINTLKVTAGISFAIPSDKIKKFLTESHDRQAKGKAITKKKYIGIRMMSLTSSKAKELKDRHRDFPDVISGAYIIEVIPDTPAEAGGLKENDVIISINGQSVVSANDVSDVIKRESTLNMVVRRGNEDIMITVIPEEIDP
# Rev-erbA mod = modulators of human Rev-erb alpha DNA binding | P20393 | Rev-erbα–FITC-DNA binding, fluorescence polarization, 90 min | activity, % at 10 µM | 370,000 compounds, 0.79% hits | AID 1259318;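 active means activity above about 14%, limit read from the data; passing the limit was not always enough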;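 further: 0% = DMSO wells with 35 nM protein and 100% = DMSO wells with 750 nM protein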
# Target sequence (P20393 whole entry, looked up): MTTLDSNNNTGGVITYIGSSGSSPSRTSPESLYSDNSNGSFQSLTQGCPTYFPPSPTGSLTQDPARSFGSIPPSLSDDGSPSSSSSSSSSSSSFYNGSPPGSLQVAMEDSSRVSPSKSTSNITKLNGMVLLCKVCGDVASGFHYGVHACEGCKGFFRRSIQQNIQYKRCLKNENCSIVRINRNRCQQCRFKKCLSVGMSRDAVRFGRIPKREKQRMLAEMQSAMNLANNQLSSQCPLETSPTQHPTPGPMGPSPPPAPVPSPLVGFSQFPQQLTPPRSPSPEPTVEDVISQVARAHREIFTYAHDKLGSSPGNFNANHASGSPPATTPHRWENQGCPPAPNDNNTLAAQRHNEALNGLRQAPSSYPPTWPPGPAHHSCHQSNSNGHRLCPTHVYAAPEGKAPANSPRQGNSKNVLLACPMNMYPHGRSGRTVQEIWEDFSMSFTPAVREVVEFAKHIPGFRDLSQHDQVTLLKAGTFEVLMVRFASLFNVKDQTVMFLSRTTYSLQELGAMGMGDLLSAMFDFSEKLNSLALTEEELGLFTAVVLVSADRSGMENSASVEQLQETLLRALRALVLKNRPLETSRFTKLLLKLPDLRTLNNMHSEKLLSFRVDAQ
# UHRF1 MBD2 ctr = human UHRF1 methylated DNA binding inhibitors; Q96T88; UHRF1 binding to methylated oligo, TR-FRET; inhibition, % at 4.4 µM; 370,000 compounds, 0.75% hits; in the data active means inhibition above about 21%;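 further: UHRF1 SRA domain binding a hemimethylated CpG hairpin DNA probe; 0% = median of test compound wells and 100% = reference inhibitor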
# MBD2 inh = blocks human MBD2 binding to methylated DNA. AID 686964. Q9UBB5. inhibition, % at 4.4 µM. TR-FRET, MBD2 binding to methylated oligonucleotide. 370,000 compounds, 0.31% hits; in the data active means inhibition above about 13%
# LEDGF integ inh = blocks HIV-1 LEDGF/p75-dependent DNA integration; inhibition, % at 3.7 µM; 370,000 compounds, 0.64% hits; AID 743269; TR-FRET IN-LEDGF/p75 DNA integration, Eu/Cy5;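 active means inhibition above the screen-wide mean plus 3 SD, cut at about 13% in these data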;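 further: signal is the Cy5 over europium emission ratio at 671 and 618 nm; 0% = plate median of compound wells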
# rCAG RNA binder = binds r(CAG) RNA repeats; r(CAG) RNA repeat, TO-PRO-1 dye displacement fluorescence; inhibition, % at 3 µM; 370,000 compounds, 1.3% hits; AID 651821;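 active means inhibition above the plate cutoff, the mean of all test compounds on that plate plus 3 SD, cut at about 35% in these data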;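 further: 0% = DMSO alone and 100% = 100 µM mitoxantrone as full dye displacement; higher means more dye released from RNA so lower well fluorescence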
# TCR-CD3 inh = human TCR-CD3 binding inhibition; TAMRA-labeled TCR probe fluorescence, biochemical; inhibition, % at 9.4 µM; 360,000 compounds, 0.37% hits; AID 651800; in the data active means inhibition above about 19%;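 further: recombinant mutant TCR 2C K166C tagged with TAMRA read by polarization; 0% = receptor in buffer alone and 100% = receptor with positive control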
# mABHD4 FP = inhibitors of mouse ABHD4 | Q8VD66 | purified mABHD4, FP-Rh probe fluorescence polarization | inhibition, % at 8.92 µM | 370,000 compounds, 0.54% hits | AID 720543;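 active means inhibition exceeding the mean over every tested compound plus 3 SD, cut at about 30% in these data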;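 further: 0% = plate median of compound wells and 100% = S159A mutant with DMSO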
#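 system = mouse ABHD4 enzyme, wild type | medium = HEPES pH 7.0, NaCl, Pluronic buffer | also added = FP-Rh probe | incubation = Enzyme–compound pre-incubation 45 min, then probe 60 min, both 25 °C | technique = fluorescence polarization, excitation 525 nm, emission 598 nm, BODIPY TMR filters | controls = S159A mutant high control, sample median low control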
# PRMT1 inh = inhibitors of human PRMT1; Q99873; recombinant PRMT1, activity-based probe fluorescence polarization; inhibition, % at 2.79 µM; 370,000 compounds, 1.3% hits; AID 652257;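 active means inhibition above about 21% made by adding two undisclosed values, limit read from the data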
# PG9 Ab binder = small molecules binding HIV-1 gp120 antibody PG9; inhibition, % at 6.7 µM; TR-FRET gp120-PG9 antibody binding; 360,000 compounds, 0.43% hits; AID 624416; in the data active means inhibition above about 8.5%
# * = called active by the depositor; nt = no result given. An excerpt, so the mix of outcomes need not match the whole.
no.	structure	HTRA1 inhibitor	Rev-erbA mod	UHRF1 MBD2 ctr	MBD2 inh	LEDGF integ inh	rCAG RNA binder	TCR-CD3 inh	mABHD4 FP	PRMT1 inh	PG9 Ab binder
1	COc1cc(/C=C(/C#N)c2nc3ccccc3c(=O)[nH]2)ccc1O	-8	4	-2	0	-2	2	-7	-8	2	-14
2	COc1ccc(N2CCN(C(=O)CSc3nnnn3-c3ccc4c(c3)OCCO4)CC2)cc1	2	-1	-1	-3	1	-3	-2	6	-1	-1.8
3	Cc1nnc(N(C)C(=O)c2ccc3c(c2)OCO3)s1	5	-5	-1	2	3	1	7	-3	-7	0.3
4	CCN1CCN(/C=N/c2nc(C)cs2)CC1	4	-2	3	-6	2	3	-4	-8	-1	-3.8
5	CCc1ccccc1Nc1nc(N)nc(COC(=O)c2cccn2C)n1	-8	1	-3	-2	-2	-3	6	-2	-1	-1.9
6	O=C(NCc1ccc2c(c1)OCO2)C(=O)NCC1OCCCN1S(=O)(=O)c1cc(F)ccc1F (stereo unspecified)	-5	0	0	-1	-1	0	2	-4	0	-0.7
7	O=C(CSc1ccc2ccccc2c1)NCCc1ccc(O)c(O)c1	36	-9	-2	1	-3	2	-4	26	9	-1.2
8	COc1ccc(NC(=O)CSC2=NC(=O)CC(C)=N2)cc1	4	3	2	0	5	0	-4	7	-1	1.0
9	C=CCn1c(SCC(=O)N(CC)C2CCS(=O)(=O)C2)nc2ccccc2c1=O (stereo unspecified)	6	0	-1	-10	-1	-1	1	-1	0	0.0
10	COc1ccccc1CN1CCNC(=O)C1CC(=O)N(C)Cc1nc(C)cs1 (stereo unspecified)	6	4	2	4	-1	-1	-8	4	5	2.5
11	COc1ccc(OC)c(C(=O)C2COC(=O)C2)c1 (stereo unspecified)	-1	-3	0	2	-1	2	1	3	-1	-0.2
12	Cc1cc(C)cc(NC(=O)c2sc3nc(C)cc(C)c3c2N)c1	-11	-6	-3	-4	-5	5	4	-1	-1	8.6
13	NC(=O)c1cc(S(=O)(=O)NCCCc2ccco2)cs1	1	-4	-1	-1	2	4	4	5	-2	-2.6
14	Cc1ccc(C)c(NC(=S)NCCN2CCOCC2)c1	1	5	-1	1	-4	-4	1	-1	1	-2.5
15	CN1CC2(Cc3c1ccc1ccccc31)C(=O)OC(C)(C)OC2=O	13	4	-6	-3	1	1	1	5	7	-9.6
16	Cc1nc2scc(C)n2c(=O)c1S(=O)(=O)NCc1ccccc1	4	4	2	0	0	3	9	4	0	0.0
17	COCCN1C(=O)c2ccccc2C(C(=O)Nc2ccc3c(c2)OCCO3)C1c1ccc(F)cc1 (stereo unspecified)	-1	3	-1	-2	-3	-2	6	1	-1	1.5
18	COc1ccc([N+](=O)[O-])cc1NC(C)C	0	4	-2	5	-3	-2	-2	6	3	2.1
19	CN(C)c1ccc(NC(=O)Nc2ccc3c(c2)c(=O)n(C)n3-c2ccccc2)cc1	nt	-2	-1	1	-2	10	-6	27	15	-2.8
20	CCCCOc1ccc(C(=O)NCC(=O)NNC(=O)c2ccco2)cc1	1	2	-3	1	3	0	1	-9	-2	-1.6
21	COc1cccc(N/C(SCc2cccc([N+](=O)[O-])c2)=C(/C#N)C(N)=O)c1	-1	-8	7	2	-6	3	-6	-9	9	-0.5
22	Cc1ccccc1NC(=O)Cc1nc(-c2c[nH]c(C(=O)N3CCCC3)c2)cs1	4	-3	-3	-1	6	17	0	5	2	-0.7
23	c1ccc(C(c2ccccc2)c2ccn[nH]2)cc1	-1	1	-2	-5	1	-5	1	-5	2	1.0
24	O=C(O)CCC(NC(=O)OCc1ccccc1)C(=O)O (stereo unspecified)	4	-1	1	0	-1	2	-9	0	1	-0.3
25	CN1CCN(NS(=O)(=O)c2ccc(Cl)s2)CC1	7	0	-3	0	-6	-2	8	3	7	-2.8
26	O=C(Nc1ccccc1)c1ccc(NCc2ccco2)c(S(=O)(=O)N2CCOCC2)c1	-53	-1	6	10	1	13	-4	-31	6	0.7
27	c1cn(CCCNC2CCCCCCC2)cn1	7	-6	0	1	2	-2	12	6	1	-1.0
28	CC1CSc2nc3sc4c(c3c(=O)n21)CCCC4 (stereo unspecified)	-5	1	-2	-2	0	1	4	1	1	-1.4
29	CC(C)=CCN1CCN(CCCn2cccn2)CC1CCO (stereo unspecified)	3	2	8	5	-1	2	-2	-15	1	-2.0
30	CCOC(=O)c1cc(C#N)c(NCc2ccccc2)nc1C	-5	12	-6	1	3	-4	2	-3	-2	4.5
31	CCc1ccc(OCC(=O)O/N=C(\N)c2cccnc2)cc1	nt	-3	3	-3	-3	-6	-6	-8	5	-0.2
32	COc1ccc(/C(C)=N/NC(=O)c2nc(C)cc(C)n2)cc1	3	-2	-1	1	0	0	-6	3	-2	0.4
33	CC(C)(C)Cc1nnc(NC(=O)c2cc(-c3ccccc3)nc3ccccc23)s1	-9	-6	-3	2	3	1	4	1	12	1.5
34	Cc1ccc(C(=O)N2CCN(CCNC(=O)C(=O)Nc3ccc(Cl)cc3)CC2)cc1	0	7	0	-7	2	-3	12	-5	-5	-2.8
35	S=c1[nH]nc(-c2ccccn2)n1/N=C/c1ccc(-c2ccccc2Cl)o1	-10	3	-3	-3	-2	8	4	-7	2	-0.2
36	O=[N+]([O-])c1cccc(/C=N/n2cnnc2)c1O	0	6	-6	-11	-3	13	0	2	-1	-0.8
37	CCN(CCCNC(=O)CSc1cc(=O)n(C)c2cc(Cl)ccc12)Cc1ccccc1	1	1	0	0	-6	-5	0	10	2	-3.8
38	COc1nc(-c2ccccc2)ncc1S(=O)(=O)c1ccccc1	0	5	0	0	-1	1	3	-2	-1	0.1
39	ClCC(CNCc1ccccc1)c1ccccc1 (stereo unspecified)	5	6	2	-2	-1	-2	-6	0	4	1.1
40	Cc1ccc(CC(=O)Nc2nncs2)cc1	-3	-1	3	4	-7	-2	-11	-2	2	0.7
41	COc1ccc(NC(=O)CN(C)S(=O)(=O)c2cnc[nH]2)cc1	-5	-6	-3	2	0	0	6	-3	0	-0.8
42	COc1cccc(OCC(O)CN2CCN(C)CC2)c1 (stereo unspecified)	0	-4	1	1	-2	1	-2	19	-3	-1.9
43	CC(=O)c1ccc(N2CCN(C(=O)C3CCCN3S(=O)(=O)c3cccc4nsnc34)CC2)cc1 (stereo unspecified)	1	-2	-1	1	-9	3	0	5	4	2.0
44	O=C(Nc1ccc(F)cc1)C(c1cccc(F)c1)N1CCN(c2cccc(C(F)(F)F)n2)CC1 (stereo unspecified)	nt	9	1	-4	1	6	2	-37	7	-2.4
45	COCCNc1nc(-c2ccc(OC)cc2C)c2sc(-c3ccccc3)cc2n1	nt	-4	-1	2	-1	6	-2	-14	-1	0.0
46	O=c1ccccn1CCOc1ccccc1Cl	2	2	-2	1	0	-1	2	4	1	0.1
47	COc1c(/C=N/NS(=O)(=O)c2ccc(C)cc2)c(CCN(C)C(C)=O)cc2c1OCO2	2	1	-3	0	-2	-1	4	4	-4	-3.0
48	O=C1c2cccc3cccc(c23)C(=O)N1c1ccccc1Cl	-8	11	-1	-3	0	1	11	-1	1	1.2
49	O=C(c1ccccc1)N1CCN(S(=O)(=O)c2ccccc2)CC1	4	-2	-2	4	44*	-1	0	6	1	1.6
50	Cc1ccc(C(=O)Nc2cccc(C(=O)NC3CCCCC3)c2)cc1	-20	-2	0	3	1	-5	9	-1	-4	-0.8
51	CCOc1ccc(C(O)c2nccn2Cc2ccccc2)cc1 (stereo unspecified)	5	-3	3	2	1	-1	-5	-3	-2	-0.5
52	O=C(O)c1cc(S(=O)(=O)N2CCCCC2)ccc1Cl	-7	6	2	11	-3	1	0	-11	5	1.7
53	COc1ccc(-c2nnc3cccc(Cl)n23)c(OC)c1	-6	1	4	2	5	3	-5	3	1	0.1
54	COc1ccc(CCN(C)C(=O)c2ccc(S(=O)(=O)NCc3ccco3)cc2)cc1OC	-3	3	2	2	-3	0	-5	0	2	1.4
55	COC(=O)C(Cc1ccc(O)cc1)NC(=O)c1ccccc1OC (stereo unspecified)	0	-7	-1	-3	-3	1	7	2	2	-2.4
56	CC(C)(C)C(=O)Nc1ccc(C(=O)N/N=C/c2ccccc2OC(=O)c2ccc(Cl)cc2)cc1	-17	1	3	-6	-3	14	26*	-58	-3	-2.8
57	O=C(c1ccccc1NS(=O)(=O)c1ccc(F)cc1)N1CCCC1	9	-1	1	3	-4	1	-9	1	0	-1.5
58	CCOC(=O)C(=CNc1cccc(C)n1)C(=O)OCC	-3	-2	4	-5	-1	0	5	2	-1	-0.2
59	COc1ccc(Cc2nnc(NC(=O)c3cccs3)s2)cc1	0	-5	0	-2	0	0	5	4	-2	-0.7
60	CCOc1ccc(C(=O)NCCc2cnc[nH]2)cc1	-4	-3	1	6	-2	0	4	-6	0	-2.0

# New compounds follow.
no.	structure	HTRA1 inhibitor	Rev-erbA mod	UHRF1 MBD2 ctr	MBD2 inh	LEDGF integ inh	rCAG RNA binder	TCR-CD3 inh	mABHD4 FP	PRMT1 inh	PG9 Ab binder
61	Cn1nc(CC(=O)NCc2cccc3ccccc23)c2ccccc2c1=O	-4	-2	-1	-1	-1	-1	6	2	-1	-2.3
62	C1CCc2nnc(-c3nnc4n3CCCCC4)n2CC1	0	3	-3	2	-3	1	8	7	-2	1.5
63	COc1ccc(CNC(=O)C(=O)NC2CCC(C)CC2)cc1 (stereo unspecified)	-4	0	5	-1	-4	-6	-6	1	4	-1.2
64	O=C(Cn1cc(C(=O)c2cccs2)c2ccccc21)NCC1CCCO1 (stereo unspecified)	0	-4	2	6	-3	2	-6	4	1	3.3
65	CC(C)c1ccc(NC(=O)C2CC(=O)N(C3CCCC3)C2)cc1 (stereo unspecified)	3	-5	-1	-3	0	-3	0	-6	-1	1.1
66	CCOC(=O)C(Cc1ccc(OC)c([N+](=O)[O-])c1)NC(=O)CCC(=O)Nc1ccc(OC)cc1 (stereo unspecified)	nt	-3	28*	-6	7	-3	-2	-4	0	-2.1
67	O=S(=O)(c1cccs1)N1CCCc2cccc(O)c21	-5	3	18	9	-2	1	-3	6	1	1.7
68	Cc1nnc(SCc2ccccc2)[nH]c1=O	8	-2	-2	2	-6	1	-2	2	0	-0.2
69	CCOC(=O)C1CCN(C2CC(=O)N(c3cccc(Cl)c3)C2=O)CC1 (stereo unspecified)	-3	0	2	-5	1	-3	2	4	22*	2.5
70	O=C(Nc1cccc(-c2csc(Nc3ccc(Cl)cc3)n2)c1)c1ccccc1	-5	4	4	3	2	24	0	-17	4	1.2
71	COCCn1c(SCc2cccnc2)nnc1-c1ccco1	0	-1	0	-1	0	3	2	1	1	-1.3

# Three structures from above, arranged by SMILES length, descending:
no.	structure	HTRA1 inhibitor	Rev-erbA mod	UHRF1 MBD2 ctr	MBD2 inh	LEDGF integ inh	rCAG RNA binder	TCR-CD3 inh	mABHD4 FP	PRMT1 inh	PG9 Ab binder
66	CCOC(=O)C(Cc1ccc(OC)c([N+](=O)[O-])c1)NC(=O)CCC(=O)Nc1ccc(OC)cc1 (stereo unspecified)	nt	-3	28*	-6	7	-3	-2	-4	0	-2.1
70	O=C(Nc1cccc(-c2csc(Nc3ccc(Cl)cc3)n2)c1)c1ccccc1	-5	4	4	3	2	24	0	-17	4	1.2
67	O=S(=O)(c1cccs1)N1CCCc2cccc(O)c21	-5	3	18	9	-2	1	-3	6	1	1.7

# Screening results deposited in PubChem BioAssay by several laboratories.
